LDHA block = inhibitors of human lactate dehydrogenase A | 480,000 tested, 0.15% active | AID 1347041 | activity change, % (values are at about 110 or 230 µM) | purified LDHA, NADH/diaphorase-resazurin fluorescence; active compounds read low; in the data active = activity change below about -30%; inconclusive = mostly about -25% to -30%;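 also: plate controls were DMSO wells for no effect and wells without enzyme for full effect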
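Human LDH5 (2 nM) was incubated with 0.06 mM NADH and 0.2 mM pyruvate for 5 min at room temperature in Tris pH 7.4. Remaining NADH was coupled through diaphorase/resazurin, and resorufin fluorescence was read at 0 and 20 min.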
Vif-APOBEC3F blk = blocks the Vif interaction with APOBEC3F | 390,000 tested, 0.2% active | HeLa A3F-eYFP + Vif (tagged APOBEC3F with the HIV-1 protein that degrades it), YFP fluorescence increase | Potency, µM (series often up to 46.1 µM), inactives show top-dose activity, negative = active; also: potency is read from the fitted curve at half-maximal effect; % of control where 0% means no effect; nearly all actives have a fitted effect of over 65% in size
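HeLa cells stably expressing A3F-eYFP plus Vif, plated and incubated overnight at 37 deg C, then exposed to compounds overnight at 37 deg C. Blocked degradation read as raised yellow fluorescence (Ex 488/Em 500-530).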
Vif-A3G inh = Vif-A3G binding inhibition; Q9HC16; Potency, µM (highest dose often 46.1 µM), for the others: at the highest dose activity, negative = active, most hits filed as inhibitors; AID 602310; 410,000 tested, 0.076% active; HeLa A3G-eYFP + Vif (tagged APOBEC3G with the HIV-1 protein that degrades it), YFP fluorescence, overnight;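 also: potency is read from the fitted curve at half-maximal effect; % is scaled to controls: 0 for no effect and ±100 for the full control effect; nearly all actives have a fitted effect of over 60% in size; hits raise eYFP signal because A3G escapes Vif-driven loss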
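Read-out is eYFP fluorescence (Ex 488/Em 500-530) from Vif-expressing HeLa A3G-eYFP cells; more signal means A3G escaped Vif-mediated degradation. Cells plated overnight, compound pinned in, incubated overnight at 37 deg C.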
PI4K2A inh = inhibitors of human PI4K2A. Q9BTU6. purified PI4K2A, ADP-Glo luminescence, 1 h; active compounds read low. activity change, negative = inhibition, % at 76.9 µM. 420,000 tested, 0.13% active. AID 1346378; in the data active = activity change below about -50%; inconclusive = mostly about -30% to -49%;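 also: -100% = wells without enzyme as full effect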
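Compounds are screened against recombinant PI4K2A using PI as substrate and ATP, the latter dispensed at 300 microM. Reactions run one hour at ambient temperature before ADP-Glo detection; full inhibition defined by wells lacking enzyme.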
USP1 inh = USP1/UAF1 (human) deubiquitinase inhibition; recombinant USP1/UAF1, Ub-Rhodamine cleavage fluorescence; Potency, µM (top dose mostly 57.1 µM), without a hit: at the highest dose activity change, negative = inhibition, usual class: inhibitors; 390,000 tested, 0.23% active; AID 743255; also: potency is read from the fitted curve at half-maximal effect; % is scaled to controls: 0 for no effect and ±100 for the full control effect; nearly all actives have a fitted effect of over 60% in size; inactives centre near -12
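USP1/UAF1 complex at 1 nM was preincubated with compound for 15 min at room temperature, then Ub-Rho substrate (150nM final) was added. Fluorescence (480/540 nm) was read kinetically, 6 reads every 60 seconds.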
mIDH1 inhibitor = blocks human mutant IDH1 R132H enzyme; 390,000 tested, 0.093% active; O75874; IDH1-R132H enzyme, NADPH consumption, diaphorase/resazurin fluorescence; Potency, µM (top dose mostly 76.6 µM), inactives show top-dose activity change, negative = inhibition, hits mostly inhibitors; AID 602179; also: potency is read from the fitted curve at half-maximal effect; % is scaled to controls: 0 for no effect and ±100 for the full control effect; nearly all actives have a fitted effect of over 65% in size
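IDH1-R132H (0.5 ug/mL dispensed) in pH 7.5 Tris buffer was preincubated 30 min with compound, then given a substrate mix of 0.016 mM NADPH and 2 mM alpha-KG for 80 min at room temperature; remaining NADPH was read by diaphorase/resazurin fluorescence.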
TrxR1 substrate = rat thioredoxin reductase 1 substrate activity | O89049 | purified TrxR1 substrate turnover, NADPH consumption readout | Potency, µM (highest dose often 114 µM), for the others: at the highest dose activity change, negative = substrate turnover | 390,000 tested, 0.01% active | AID 588456; also: potency is read from the fitted curve at half-maximal effect; % is scaled to controls: 0 for no effect and ±100 for the full control effect; nearly all actives have a fitted effect of over 50% in size
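Rat TrxR1, dispensed at 90 nM, was prereduced with 400 uM NADPH (final) for 5 min at ~22 deg C, then incubated with compound 15 min before 400 uM selenite. A first-read NADPH fluorescence drop versus no-compound background flagged substrates.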
Glioma ERSR ind = ER stress response induction in glioma; U87-MG GRP78 promoter luciferase reporter, 16 h; Potency, µM, for the others: at the top dose activation, actives largely listed as activators; 420,000 tested, 0.02% active; AID 602332; also: potency is read from the fitted curve at half-maximal effect; series mostly up to about 76 µM; % of control where 0% means no effect; nearly all actives have a fitted effect of over 35% in size
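ERSR induction read as luciferase luminescence (Bright-Glo, 10 min at room temperature) in stably transfected human U87-MG glioma cells exposed to compounds for 16 h, using GRP78 as sensor.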
RXFP1 agonist = RXFP1 (human) receptor agonism; AID 2676; 370,000 tested, 0.3% active; Q9HBX9; Potency, µM (doses to about 57.5 µM), without a hit: at the highest dose activation, most hits filed as activators; HEK293T-RXFP1 cAMP TR-FRET, 30 min; response scale: percent of porcine relaxin response, buffer zero; also: potency is read from the fitted curve at half-maximal effect; % is scaled to controls: 0 for no effect and ±100 for the full control effect; nearly all actives have a fitted effect of over 60% in size; many of its hits are not listed in these tables
Target sequence (Q9HBX9 whole entry, looked up): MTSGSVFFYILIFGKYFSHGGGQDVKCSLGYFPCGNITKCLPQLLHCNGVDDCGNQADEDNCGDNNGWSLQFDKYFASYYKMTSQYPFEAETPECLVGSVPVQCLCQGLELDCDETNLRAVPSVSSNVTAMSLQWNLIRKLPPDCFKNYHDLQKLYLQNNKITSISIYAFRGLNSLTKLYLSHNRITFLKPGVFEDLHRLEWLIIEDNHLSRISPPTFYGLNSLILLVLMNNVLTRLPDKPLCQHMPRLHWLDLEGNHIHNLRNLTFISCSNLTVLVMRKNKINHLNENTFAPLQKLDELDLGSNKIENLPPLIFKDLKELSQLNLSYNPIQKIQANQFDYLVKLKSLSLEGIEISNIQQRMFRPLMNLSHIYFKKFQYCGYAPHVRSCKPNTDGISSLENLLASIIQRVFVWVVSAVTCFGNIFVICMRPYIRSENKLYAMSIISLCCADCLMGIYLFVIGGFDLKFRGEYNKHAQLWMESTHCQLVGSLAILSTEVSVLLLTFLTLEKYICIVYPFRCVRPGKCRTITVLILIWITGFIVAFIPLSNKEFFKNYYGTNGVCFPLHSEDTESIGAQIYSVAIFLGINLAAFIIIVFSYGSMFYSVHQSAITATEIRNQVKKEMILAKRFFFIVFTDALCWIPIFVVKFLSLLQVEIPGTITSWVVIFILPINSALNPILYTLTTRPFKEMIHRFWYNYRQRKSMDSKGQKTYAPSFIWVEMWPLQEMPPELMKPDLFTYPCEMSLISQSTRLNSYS
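HEK293T cells stably expressing RXFP1 were pretreated with the PDE4 inhibitor Ro 20174, exposed to compounds for 30 min at 37C, lysed, and cAMP was read by TR-FRET. Data normalized to buffer (basal) and 29 nM porcine relaxin (100%).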
The depositor's hits bear a star; ? = inconclusive; · = not tested or not shown; & = joins results of further samples; [ ] = another dose, or the depositor's remark. Unless noted, calls follow the shape of the dose curve; as a rule, active = well fitted curve in the direction sought with a large enough effect; inconclusive = small, poorly fitted or top-dose-only effect, or another doubt; inactive = no such curve, though single readings can be large; an effect the other way counts as inactive or inconclusive. Some of the compounds tested, so the mix of outcomes need not match the whole.

SMILES	LDHA block	Vif-APOBEC3F blk	Vif-A3G inh	PI4K2A inh	USP1 inh	mIDH1 inhibitor	TrxR1 substrate	Glioma ERSR ind	RXFP1 agonist
COc1ccc(NC(=O)C2Cc3c(-c4cccc(NC(C)=O)c4)ccnc3O2)cn1 (configuration not stated)	-1	·	?	5	·	·	·	-3%	·
O=C(/C=C/c1ccccc1)Nc1cccnc1Oc1ccccc1F	-8	11%	-8%	0	-22%	-3%	-4%	8%	1.6%
O=C(c1noc2c1CCCC2)N1CCN(c2ccc(F)cc2)CC1	-7	2%	1%	3	-10%	7%	-12%	0%	1.3%
CN1CCN(c2nc3c(c(=O)[nH]c(=O)n3C)n2Cc2cccc3ccccc23)CC1	-4	5%	2%	1	-3%	1%	7%[11.4 µM]	-5%	0.4%
C(=C\c1ccnc2ccccc12)/c1ccc2c(c1)OCO2	1	·	-18%	·	·	·	4%	-1%	·
O=C(NCc1ccccc1)C(=O)NCC1OCCN1C(=O)c1ccc(Cl)cc1 (configuration not stated)	3	-2%	-2%	-1	-4%	1%	10%[57.1 µM]	-3%	-0.7%
CCCCSc1nnc(-c2ccccc2)c2ccccc12	0	1%	-9%	7	-23%	0%	0%	3%	0.0%
O=c1c2c3c(sc2ncn1-n1cccc1)CCCCC3	4	·	-3%	2	-13%	8%	-1%	4%	-3.1%
CCOC(=O)C(=CNc1ccc(-c2ccco2)c(Cl)c1)C(=O)OCC	2	12%	1%	-2	-2%	-9%	5%	-1%	0.2%
O=C(Cn1c(=O)n(-c2ccccc2)c(=O)c2c3c(sc21)CCC3)c1ccc(Br)cc1	-5	-12%	0%	7	-15%	-7%	-3%	-4%	3.1%
Cc1cccc(C)c1NC(=S)N1CCC(N(C)CC2CCCO2)CC1 (configuration not stated)	-6	-1%	1%	1	-2%	1%	6%	-5%	-0.1%
O=C(/C=C1\NCC2c3ccccc3CCN2C1=O)c1ccccc1 (configuration not stated)	-7	0%	-8%	5	-17%	4%	1%[57.1 µM]	2%	-0.2%
CC(=O)c1c(C)oc2ccc(N(C(C)=O)S(=O)(=O)c3ccc(Cl)c([N+](=O)[O-])c3)cc12	-8	0%	-5%	0	-16%	2%	7%[57.1 µM]	-9%	4.5%
O=S(=O)(NC1CC1)c1ccc(Br)cc1N1CCC[C@H]1CO	-1	3%	-3%	1	-15%	1%	-6%	-3%	·
C/C(=N\NC(=O)c1nnn(-c2nonc2N)c1-c1ccccc1)c1ccco1	-1	-14%	-1%	-5	-17%	-14%	3%	-3%	0.8%
CSCCC(NC(=O)c1c(C)oc2c1CCCC2)C(=O)O (configuration not stated)	1	2%	3%	0	-5%	3%	1%[57.1 µM]	1%	0.1%
O=C(CCc1nc(-c2ccccc2)no1)Nc1cccc(C(=O)NC2CC2)c1	-6	12%	-5%	-1	-1%	-11%	-5%	2%	1.0%
O=C(CNc1ccc2ccccc2c1)N/N=C/c1ccc([N+](=O)[O-])o1	25	-29%	-14%	-1	-25%	5%	0%	-1%	4.3%
CNC(=S)N1N=C(c2ccc(C)cc2)CC1c1ccc(OC)c(OC)c1 (configuration not stated)	-1	0%	-9%	-2	-5%	-5%	-7%	0%	0.2%
CCOC(=O)Cc1csc(CC(N)=O)n1	-5	8%	-1%	0	-20%	-6%	1%	-3%	3.2%
C/C=C/C(=O)NCCc1ccc(OC)c(OC)c1	-7	-1%	-5%	3	-13%	17%	4%[57.1 µM]	-6%	3.8%
CCOC(=O)CN1C(=O)N[C@@H](c2cccc(C(F)(F)F)c2)C(C(=O)OC)=C1C	-4	-2%	-1%	-2	-26%	-1%	2%	-4%	·
Cc1ccc(CNc2cnccn2)s1	0	-18%	-1%	-1	-10%	-1%	3%	0%	0.3%
CCCCN(C(=O)c1ccc(OC)c([N+](=O)[O-])c1)c1c(N)n(CCC)c(=O)[nH]c1=O	0	4%	6%	6	-19%	5%	0%	-3%	0.7%
COc1ccc(C(=O)NCC(=O)NCC2(N(C)C)CCCCC2)cc1OC	1	-1%	-5%	2	-16%	-1%	10%	-2%	1.5%
SMILES	LDHA block	Vif-APOBEC3F blk	Vif-A3G inh	PI4K2A inh	USP1 inh	mIDH1 inhibitor	TrxR1 substrate	Glioma ERSR ind	RXFP1 agonist
O=S(=O)(CC=CCS(=O)(=O)c1ccccc1)c1ccccc1	-4	-1%	0%	1	-8%	0%	2%[2.29 µM]	-4%	·
CC1=C(C#N)CCC(=O)N1Cc1c(F)cccc1Cl	-2	5%	0%	5	-4%	10%	-6%[57.1 µM]	-1%	-0.8%
O=C(Nc1ccc(Cl)c(S(=O)(=O)N2CCOCC2)c1)c1ccncc1	3	0%	1%	1	2%	3%	12%[57.1 µM]	-1%	·
COc1cc2c(cc1NS(=O)(=O)c1cccc(C#N)c1)n(C)c(=O)n2C	13	-1%	-2%	-1	-8%	39%[activator]	8%[57.1 µM]	-1%	2.8%
COc1ccc2cc(C(=O)N3CCN(c4cccc(C)c4C)CC3)[nH]c2c1	-5	-8%	1%	3	-19%	-6%	6%	-7%	5.3%
O=C(Cn1ncc2ccsc2c1=O)N1CCN(c2ccc(Cl)cc2)CC1	-2	7%	0%	2	-19%	-5%	-4%	1%	5.1%
c1ccc(CCCc2nc(-c3cccnc3)no2)cc1	-1	7%	1%	-3	-25%	-2%	0%	2%	2.5%
O=C(Nc1ccc(Cl)cc1)N1CCN(c2ccc3nnc(-c4ccc(F)cc4)n3n2)CC1	-4&-4	-10%&9%	2%&6%	5&1	-18%&-16%	1%&-12%	3%&-2%	1%&2%	-0.5%&5.1%
COc1ccc(CN(C)C(=O)Cc2c[nH]c3ccccc23)c(OC)c1OC	0	2%	4%	2	-19%	1%	5%	-3%	-3.4%
Cc1[nH]c(=O)[nH]c(=O)c1S(=O)(=O)N1CCCc2ccccc21	-11	9%	0%	0	-8%	0%	-4%	-5%	3.4%
CCOCCCNC(=O)C(NC(=O)c1ccc(NC(C)=O)cc1)c1ccccc1 (configuration not stated)	-9	3%	2%	2	-22%	6%	1%	-4%	-0.6%
O=C(NCc1n[nH]c(=S)n1-c1ccc(Cl)c(Cl)c1)c1ccco1	-12	-21%	0%	-2	2%	-1%	-1%	-1%	10%
Cc1ccc(-c2ccc(CN3C(CC(C)C)C(=O)N(Cc4cn(CCC5OCCO5)nn4)CCS3(=O)=O)cc2)cc1 (configuration not stated)	-1	-18%	-22%	-5	-21%	-20%	·	-2%	·
COc1ccc(N(CC(=O)NC2CC3CCC2C3)S(=O)(=O)c2ccc(C)cc2)cc1OC (configuration not stated)	-5	4%	-3%	2	-18%	-13%	2%	-2%	2.1%
Clc1ccc(-c2noc(/C=C/c3ccccc3)n2)cc1	0	5%	5%	-3	-12%	-1%	-2%	3%	-0.1%
CC1CCN(C(=O)COC(=O)c2ccc3c(c2)C(=O)N(Cc2ccco2)C3=O)CC1	3	-11%	-1%	-1	-8%	-2%	-9%[57.1 µM]	-4%	-0.5%
COc1ccc(-c2nnc(SCC(=O)N/N=C/c3ccccc3C(=O)O)n2-c2ccccc2)cc1	-2	-4%	-7%	0	-9%	13%	12%[0.0914 µM]	-3%	0.1%
COc1ccc(/C=N/NC(=O)c2ccc(Cl)cc2)cc1COC(C)=O	-9	-12%	-3%	-2	-11%	0%	-6%	3%	2.4%
C[C@@H]1CN(S(=O)C(C)(C)C)[C@@H](CCO)/C1=C\CCO (some centres not stated)	-13	6%	-3%	-3	-3%	-3%	4%	0%	·
Cc1cc(C(=O)CSc2n[nH]c(N)n2)c(C)n1-c1cccc(F)c1	-9	-4%	0%	-3	?	0%	6%	4%	-0.3%
CCOC(=O)[C@H]1[C@H]2COc3ccccc3[C@@H]2N2C(=O)c3cc(F)c(F)cc3NC(=O)[C@@]12C	2	1%	-3%	2	-16%	0%	0%[57.1 µM]	-2%	-0.5%
Cc1ccc(CN2CC(C(=O)OCc3ccccc3Cl)CC2=O)cc1 (configuration not stated)	-1	2%	2%	-4	-12%	4%	5%	-1%	3.0%
O=C(NC1CCCCCC1)C1c2ccccc2C(=O)N1Cc1ccc(F)cc1 (configuration not stated)	4	4%	5%	-12	-15%	15%	0%	-2%	1.7%
COc1cc(NC(=O)C2C3CCC(O3)C2C(=O)O)cc(OC)c1 (configuration not stated)	4	-9%	?	3	-19%	5%	9%	-2%	-0.3%

Part of the list above in order of molar mass, descending:
SMILES	LDHA block	Vif-APOBEC3F blk	Vif-A3G inh	PI4K2A inh	USP1 inh	mIDH1 inhibitor	TrxR1 substrate	Glioma ERSR ind	RXFP1 agonist
O=C(Nc1ccc(Cl)c(S(=O)(=O)N2CCOCC2)c1)c1ccncc1	3	0%	1%	1	2%	3%	12%[57.1 µM]	-1%	·
Cc1ccc(CN2CC(C(=O)OCc3ccccc3Cl)CC2=O)cc1 (configuration not stated)	-1	2%	2%	-4	-12%	4%	5%	-1%	3.0%
O=S(=O)(CC=CCS(=O)(=O)c1ccccc1)c1ccccc1	-4	-1%	0%	1	-8%	0%	2%[2.29 µM]	-4%	·
C[C@@H]1CN(S(=O)C(C)(C)C)[C@@H](CCO)/C1=C\CCO (some centres not stated)	-13	6%	-3%	-3	-3%	-3%	4%	0%	·
